PGC1a acetyl inh: inhibitors of PGC1a acetylation signal, primary screen, cell-based, U2OS, AlphaScreen, inhibitor mode. inhibition, % at 15.6 µM. hit rate 0.17% among 350,000. AlphaScreen anti-acetyl-lysine; with virally co-expressed GCN5 acetyltransferase;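 active means every replicate shows inhibition of at least 40%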;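 further: 0% = neutral control wells and 100% = positive control wells; some results beyond the cut were filed as inactive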
miR122 inh: miR-122 Renilla sensor signal increase in Huh7, primary screen, miR-122 inhibitor project, cell-based, single point, plate reader. Huh7 miR-122 Renilla luciferase sensor, 48 h; neutral wells = 0, positive control = 100. activation (reporter increase), % at 12.5 µM. hit rate 0.3% among 340,000. AID 602342, 2012;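 active means mean replicate activation score at least 90 and every replicate individually at or above 90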;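 further: higher luciferase means less miR-122 activity so hits act as miR-122 inhibitors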
E-selectin induc: E-selectin induction in HUVECs, primary screen, imaging, HUVEC, immunofluorescence imaging, single point. P16581. normalized: neutral wells 0, TNF-alpha wells 100. activation, % at 7.58 µM. hit rate 0.37% among 260,000;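 active means mean E-selectin-positive cell signal at least 10% of the positive control, reached in at least 60% of replicates, without over 20% cell loss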;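 further: in these data hits start at about 27%; measured in HUVEC primary endothelial cells; signal is the percent of cells scored E-selectin positive by PE staining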
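Test system: HUVEC | Signal: Immunofluorescence imaging | Read-out: Percent E-selectin-positive cells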
PglD DTNB: C. jejuni PglD acetyltransferase inhibitors, primary screen, biochemical, DTNB colorimetric, single point | purified PglD enzyme, DTNB colorimetric CoA detection | inhibition, % at 12.5 µM | hit rate 0.098% among 360,000 | UDP-N-acetylbacillosamine N-acetyltransferase PglD (Campylobacter jejuni); in the data active means inhibition above about 16%, passing the limit was not always enough; further: strong numbers were not always called active
ERAP1 inh: human ERAP1 aminopeptidase inhibitors, primary screen, biochemical, single point, plate reader; Endoplasmic reticulum aminopeptidase 1 (Homo sapiens), Q9NZ08; recombinant ERAP1, Leu-AMC fluorescence, 60 min; inhibition, % at 10.7 µM; hit rate 0.15% among 340,000; AID 652197, 2013;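 active means mean replicate inhibition of at least 30%, or all replicates individually reaching that 30% level; inactive means mean below 30% and not every replicate reaching it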;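 further: 0% = neutral control wells and 100% = L-leucinethiol positive control wells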
RAD54 branch: inhibitors of human RAD54 branch migration, primary screen, biochemical, fluorescence, single point; DNA repair and recombination protein RAD54-like (Homo sapiens), Q92698; RAD54 Holliday junction branch migration, FAM/BHQ fluorescence; inhibition, % at 10.4 µM; hit rate 0.14% among 360,000;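 active means mean normalized replicate activity at least 40 and at least half of replicates scoring 40 or more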;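 further: 0% = median of neutral control wells and 100% = median of positive control wells; inhibitors cause a drop in the FAM fluorescence signal; in these data hits start at about 50%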
Target sequence (Q92698 whole entry, looked up): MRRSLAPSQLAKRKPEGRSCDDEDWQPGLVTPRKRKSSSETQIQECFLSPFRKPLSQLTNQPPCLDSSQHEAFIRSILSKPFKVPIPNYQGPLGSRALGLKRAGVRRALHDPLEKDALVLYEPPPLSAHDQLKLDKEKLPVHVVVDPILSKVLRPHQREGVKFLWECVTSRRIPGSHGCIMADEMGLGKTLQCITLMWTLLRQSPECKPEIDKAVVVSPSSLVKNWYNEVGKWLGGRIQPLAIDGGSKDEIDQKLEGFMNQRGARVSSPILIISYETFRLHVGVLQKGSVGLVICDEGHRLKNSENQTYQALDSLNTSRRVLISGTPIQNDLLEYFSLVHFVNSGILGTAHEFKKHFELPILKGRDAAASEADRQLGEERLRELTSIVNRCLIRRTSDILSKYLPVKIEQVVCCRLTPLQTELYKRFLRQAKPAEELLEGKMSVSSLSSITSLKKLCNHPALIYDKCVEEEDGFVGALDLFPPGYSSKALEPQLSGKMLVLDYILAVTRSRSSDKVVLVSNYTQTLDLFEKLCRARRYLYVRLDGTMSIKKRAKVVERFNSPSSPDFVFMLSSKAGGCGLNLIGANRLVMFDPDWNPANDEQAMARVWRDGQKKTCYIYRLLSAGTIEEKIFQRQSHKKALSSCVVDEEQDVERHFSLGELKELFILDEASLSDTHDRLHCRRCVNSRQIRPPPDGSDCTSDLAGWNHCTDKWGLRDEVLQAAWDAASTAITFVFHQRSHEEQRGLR
Cneo AK release: Cryptococcus neoformans cell lysis inducers, primary screen, AK release luminescence, single concentration; hit rate 0.2% among 360,000; C. neoformans lysis, adenylate kinase release luminescence, 4 h; normalised: neutral wells 0, clomiphene wells 100; lysis activity, % at 15 µM;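 active means mean lysis activity across replicates of at least 80%, whatever share of replicates individually reach that level; inactive means mean lysis activity below 80%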
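Test system: log-phase Cryptococcus neoformans yeast cells; Quantity: yeast cell density of 5 × 10^6 cells/mL; Buffer or medium: YPD; Doses: single compound concentration per well; Timing: 4 h at 37 °C static, read 1 h later; Measured by: AK luminescence; Read-out basis: lysis from increased AK signal; Control set: Clomiphene as positive control.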
RAD52 inh: RAD52 DNA annealing inhibitors, primary screen, biochemical, FRET, single point, set 2; DNA repair protein RAD52 homolog (Homo sapiens), P43351; hit rate 0.46% among 360,000; AID 651710, 2012; inhibition, % at 18.7 µM; recombinant RAD52 DNA annealing, FRET fluorescence;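 active means every replicate showing at least 50% inhibition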
* marks the source's active call; other numbers are inactive results; / = no result given; [ ] = remark or other dose. Hits appear at their usual frequency; overall some 1.4% were active at least once.

SMILES	PGC1a acetyl inh	miR122 inh	E-selectin induc	PglD DTNB	ERAP1 inh	RAD54 branch	Cneo AK release	RAD52 inh
CO[C@@H]1CN(C)C(=O)c2cc(NS(=O)(=O)c3ccccc3)ccc2OC[C@H](C)NC[C@@H]1C	-8.6	/	-0.3	2.3	-1.8	7.9	-0.1	-9.7
CC(C)Cn1c(SCC(=O)NC(=O)NC2CCCC2)nc2ccccc21	-5.6	-5.5	/	-1.4	6.4	-7.0	4.0	-11.9
Cc1cc(C)nc(Nc2ccc(C(=O)O)cc2)n1	-14.9	-0.2	/	4.5	/	-0.3	-0.6	/
CCN(Cc1ccccc1)S(=O)(=O)CCNC(=O)c1ccc(OC)cc1	/	/	0.4	0.3	0.7	5.1	0.2	-3.1
CCCNC(=O)N1[C@@H]2Cn3c(ccc(-c4ccc(OC)cc4)c3=O)[C@H]1[C@@H](C(=O)NC1CCC1)[C@@H]2CO	/	7.0[16.7 µM]	0.1	2.0	1.6	6.4	0.9	-4.7
O=C(CSc1nc2ccccc2c(=O)[nH]1)Nc1ccccc1N1CCOCC1	-5.1	-1.7	/	2.8	6.6	-9.6	0.3	-11.7
CCN1C(=O)[C@@H]2[C@H](C1=O)[C@@H]1C(=O)Nc3ccccc3C(=O)N1[C@@H]2c1cccc(C)c1	-0.2	-0.4	0.9	3.7	0.5	-3.4	0.3	3.1
CSCCC(NC(=O)c1ccccc1Cl)C(=O)NNC(=O)c1ccccc1O (configuration not stated)	/	/	/	-3.5	1.3	-0.8	-0.4	-6.5
CCn1nnc(-c2ccccc2NC(=O)c2cc(OC)cc(OC)c2)n1	3.0	-3.8	/	2.9	-4.1	-9.9	9.7	-18.5
COc1ccc(NC(=O)N(C)C[C@H]2OCc3cnnn3CCCC(=O)N([C@@H](C)CO)C[C@@H]2C)cc1	1.5	-1.8[16.7 µM]	0.2	2.5	-1.0	-3.4	3.2	7.7
O=C(c1cc(-c2ccccc2O)on1)N1CCCC1	-2.5	1.3	0.1	-0.9	5.3	1.6	-0.3	-11.5
CCC(=O)N1CCN(c2cc(NCC3CCCO3)c(F)cc2[N+](=O)[O-])CC1 (configuration not stated)	1.2	/	2.8	/	3.7	/	/	-4.3
CC(NC(=O)Cn1nc(C(F)(F)F)c2c1CCC2)c1ccccc1 (configuration not stated)	-0.5	1.7	/	7.0	/	0.3	0.3	/
Cc1onc(-c2ccccc2)c1C(=O)NCc1ccccn1	5.8	-30.8	/	3.4	/	-7.1	0.2	/
CNC(=O)c1cccc(N2CCCC2=O)c1	7.0	-7.1	/	4.5	/	-12.8	0.7	/
CC/C(=N/NC(=O)c1ccc2c(c1)OCO2)c1ccccc1O	/	0.7	1.6	-2.8	-2.6	0.1	-4.5	3.2
Cn1cnc(S(=O)(=O)N2CCCCN3[C@H](C2)[C@@H](c2ccc(C#CC4CCCC4)cc2)[C@@H]3CO)c1	-10.0	-1.9[16.7 µM]	-0.7	-1.3	3.9	-6.1	-0.5	-15.1
Fc1cc(F)c(F)c(SCCc2ccncc2)c1F	7.5	-0.8	/	1.2	/	1.8	-5.4	/
Cn1c(=O)c2c(ncn2CC(=O)OCc2ccccc2)n(C)c1=O	-5.2	7.6	/	-1.7	/	5.4	2.8	/
CSc1ncccc1C(=O)OC(C)C(=O)Nc1ccc2c(c1)OCCO2 (configuration not stated)	-3.8	-3.6	0.4	5.3	-1.7	10.1	-0.2	4.8
COc1ccc(CCNS(=O)(=O)c2ccccc2)cc1OC	/	0.0	/	3.9	/	-5.9	-2.3	/
Cn1c(=O)c2c(ncn2CC(=O)NCc2cccnc2)n(C)c1=O	2.9	-5.7	/	0.6	/	-9.9	3.3	/
CCN1CCN(Cc2ccc(NC(=O)Nc3ccccc3)cc2)CC1	-8.2	8.9	/	0.1	/	-12.8	-6.3	/
CN1C(=O)c2cc(NC(=O)C3CC3)ccc2OC[C@H]2O[C@@H](CC(=O)NCc3cccc(F)c3)CC[C@@H]21	-9.3	-4.2[16.7 µM]	0.2	-0.2	/	-4.9	-6.7	/
CC(=O)c1cccc(NC(=O)N2CCCC2C(=O)NCCc2ccccc2)c1 (configuration not stated)	-10.5	-0.3	/	-2.0	/	1.4	2.3	/

Individual results from the entries so far.
For RAD54 branch, CC(=O)c1cccc(NC(=O)N2CCCC2C(=O)NCCc2ccccc2)c1 (configuration not stated) is entered as 1.4
For miR122 inh, Cc1cc(C)nc(Nc2ccc(C(=O)O)cc2)n1 is entered as -0.2

Returning to the listing with the seven entries that preceded the break.
SMILES	PGC1a acetyl inh	miR122 inh	E-selectin induc	PglD DTNB	ERAP1 inh	RAD54 branch	Cneo AK release	RAD52 inh
Cn1c(=O)c2c(ncn2CC(=O)OCc2ccccc2)n(C)c1=O	-5.2	7.6	/	-1.7	/	5.4	2.8	/
CSc1ncccc1C(=O)OC(C)C(=O)Nc1ccc2c(c1)OCCO2 (configuration not stated)	-3.8	-3.6	0.4	5.3	-1.7	10.1	-0.2	4.8
COc1ccc(CCNS(=O)(=O)c2ccccc2)cc1OC	/	0.0	/	3.9	/	-5.9	-2.3	/
Cn1c(=O)c2c(ncn2CC(=O)NCc2cccnc2)n(C)c1=O	2.9	-5.7	/	0.6	/	-9.9	3.3	/
CCN1CCN(Cc2ccc(NC(=O)Nc3ccccc3)cc2)CC1	-8.2	8.9	/	0.1	/	-12.8	-6.3	/
CN1C(=O)c2cc(NC(=O)C3CC3)ccc2OC[C@H]2O[C@@H](CC(=O)NCc3cccc(F)c3)CC[C@@H]21	-9.3	-4.2[16.7 µM]	0.2	-0.2	/	-4.9	-6.7	/
CC(=O)c1cccc(NC(=O)N2CCCC2C(=O)NCCc2ccccc2)c1 (configuration not stated)	-10.5	-0.3	/	-2.0	/	1.4	2.3	/
COCCNC(=O)c1cccc(OC2CCN(Cc3ccccc3OC(F)F)CC2)c1	-14.7	-4.3	-0.1	-1.5	0.3	-16.5	-0.5	7.0
CCOC(=O)C1=C(C)N(c2ccc(Cl)cc2)C(=O)NC1c1cccc([N+](=O)[O-])c1 (configuration not stated)	/	/	/	1.0	12.0	-0.7	-0.2	-7.0
CCCCCCOC(=O)NCC(O)c1ccccc1 (configuration not stated)	9.8	-7.9	/	1.9	/	-7.7	2.7	/
CCC(C)N=CC1=C(O)C(C(=O)OC)C(C)(C)CC1=O (configuration not stated)	-7.6	-6.7	/	2.9	/	-0.4	1.0	/
Cc1cc(C)cc(NC(=S)NC(=O)C2CC2)c1	/	/	0.9	-12.1	0.0	-1.5	16.9	-5.9
CC(C)C(OC(=O)c1ccco1)C(=O)NCc1ccco1 (configuration not stated)	-6.0	12.6	/	1.2	/	-2.3	-0.3	/
CCOc1ccc(S(=O)(=O)Nc2ccc(Cl)cn2)c(C)c1C	0.0	64.7	/	1.5	/	-4.6	0.7	/
CC(=O)c1cccc(OCc2cc(C(=O)NC(C)Cc3cccnc3)no2)c1 (configuration not stated)	6.9	1.9	0.1	-0.3	0.2	6.3	-1.6	-4.1
C[C@@H]1CCCCO[C@H](CN(C)Cc2ccc3c(c2)OCO3)[C@H](C)CN([C@H](C)CO)C(=O)c2cc(NC(=O)Nc3cccc4ccccc34)ccc2O1	-5.5	-0.3[16.7 µM]	0.2	1.2	/	-0.5	88.2*	/
O=C(C1CC1)N1C[C@H]2[C@@H](c3ccccc31)[C@H](CO)N2S(=O)(=O)c1ccccc1	1.9	10.0[16.7 µM]	0.2	-3.0	/	3.8	-0.9	/
CCOC(=O)C(C(=O)NCC1CCCO1)C1CCCCC1 (configuration not stated)	-2.1	-7.4	/	-0.8	/	0.1	4.9	/
O=C(NCCCN1CCCC1=O)c1cn(-c2ccccc2)nc1-c1ccccc1	/	-7.5	-0.1	5.1	-6.3	4.5	-1.0	-15.1
Cc1noc(C)c1S(=O)(=O)N(C)C[C@@H]1Oc2ccc(NC(=O)Nc3cccc4ccccc34)cc2CC(=O)N([C@@H](C)CO)C[C@@H]1C	2.0	-7.7[16.7 µM]	0.2	-2.7	0.5	4.9	-0.6	14.9
COc1ccccc1NC(=O)c1ccc(COc2ccccc2OC)o1	3.2	3.5	/	1.9	/	1.4	1.2	/
O=C(NCc1ccc(F)cc1)C1CCCN(S(=O)(=O)c2cccc3nonc23)C1 (configuration not stated)	-3.1	4.9	-0.8	1.7	-0.2	7.3	0.9	-8.4
Cc1cccc(CC2S/C(=N/c3cccc(C)n3)NC2=O)c1 (configuration not stated)	-23.6	15.3	/	8.7	/	0.1	5.3	-11.3
CC(c1cccnc1)N(CCN(C)C)C(=O)Nc1ccc(Cl)c(Cl)c1 (configuration not stated)	-5.0	0.6	0.5	-10.0	-1.5	6.9	0.8	-1.8
CCCCCC(=O)N1C[C@H](O)[C@@H](n2cc(-c3ccc(F)cc3)nn2)C[C@@H]1c1ccc(C)cc1	-25.1	-3.6	-0.1	-3.2	-5.0	1.1	5.2	18.0
O=C(C[C@@H]1CC[C@@H]2[C@H](COC[C@@H](O)CN2Cc2ccccc2)O1)N[C@@H]1CCN(Cc2ccccc2)C1	-1.3	-7.2[16.7 µM]	0.1	0.4	2.0	-11.6	3.3	14.3
COCCOC1CCN(C(=O)C2CCC(=O)N(CCc3cccc(F)c3)C2)CC1 (configuration not stated)	-1.1	-4.8	-0.3	-2.3	2.5	1.1	-4.8	-4.1
O=C(COc1ccccc1)Nc1c2c(nn1-c1ccc(F)cc1)CS(=O)C2 (configuration not stated)	-20.7	-3.4	-0.1	/	-4.8	13.1	1.1	-9.8
COc1cccc(C2C(C#N)=C(N)N(N(C)C)C3=C2C(=O)CCC3)c1OC (configuration not stated)	9.9	-2.3	0.9	1.2	1.0	-1.5	0.9	-1.7
O=C1CN(C(=O)COc2ccccc2)CCN1	-1.0	-6.4	10.3	-3.4	4.8	-3.1	-0.4	-6.3
O=C(COC(=O)Cc1ccc(Cl)cc1Cl)NCCC1=CCCCC1	20.6	-3.9	0.0	/	5.6	/	/	-8.5

Sorted by value in RAD52 inh (ascending): 3 from the list above.
Structure,PGC1a acetyl inh,miR122 inh,PglD DTNB,ERAP1 inh,RAD52 inh
Cc1cc(C)cc(NC(=S)NC(=O)C2CC2)c1,/,/,-12.1,0.0,-5.9
COCCOC1CCN(C(=O)C2CCC(=O)N(CCc3cccc(F)c3)C2)CC1 (configuration not stated),-1.1,-4.8,-2.3,2.5,-4.1
Cc1noc(C)c1S(=O)(=O)N(C)C[C@@H]1Oc2ccc(NC(=O)Nc3cccc4ccccc34)cc2CC(=O)N([C@@H](C)CO)C[C@@H]1C,2.0,-7.7[16.7 µM],-2.7,0.5,14.9

Assay outcomes as filed in PubChem.
